# Bioassay records deposited in PubChem BioAssay by Broad Institute.
# TcdB GH inh – TcdB glycohydrolase inhibitors, primary screen, biochemical, single point, plate reader | 350,000 tested, 0.24% active | TcdB glycohydrolase enzymatic assay | inhibition, % at 9.99 µM | Toxin B (Clostridioides difficile), P18177; in the data active = inhibition above about 10%
# Starred values were filed as active, the others as inactive. A portion of the library; rates above refer to the full screens.
SMILES,TcdB GH inh
Cn1cnc(S(=O)(=O)N2C[C@@H](O)COC[C@H]3O[C@@H](CC(=O)NCc4cc(F)cc(F)c4)CC[C@@H]32)c1,0.3
C[C@@H]1CCCCO[C@H](CN(C)C(=O)Cc2ccccc2)[C@H](C)CN([C@H](C)CO)C(=O)c2cc(NS(C)(=O)=O)ccc2O1,-0.1
C[C@H]1CN([C@@H](C)CO)C(=O)Cc2cc(NS(=O)(=O)c3cn(C)cn3)ccc2O[C@@H]1CN(C)Cc1ccncc1,-0.9
CN1C(=O)c2cc(NC(=O)Nc3ccc(Cl)cc3)ccc2OC[C@@H]2O[C@H](CC(=O)NCCN3CCCCC3)CC[C@H]21,-8.6
CN(C)CC(=O)Nc1ccc2c(c1)[C@H]1C[C@H](CC(=O)NCC3CC3)O[C@H](CO)[C@H]1O2,0.2
CN1C(=O)c2cc(NS(C)(=O)=O)ccc2OC[C@H]2O[C@H](CC(=O)O)CC[C@H]21,0.0
O=C(C[C@H]1CC[C@@H]2[C@H](COC[C@H](O)CN2S(=O)(=O)c2ccc(F)cc2)O1)NCC1CCCCC1,0.5
C[C@H]1CN([C@@H](C)CO)C(=O)Cc2cc(N(C)C)ccc2O[C@@H]1CN(C)Cc1ccc(Oc2ccccc2)cc1,-6.3
C[C@H](CO)N1C[C@H](C)[C@H](CN(C)CC2CC2)Oc2c(NC(=O)Nc3ccccc3)cccc2C1=O,0.6
C[C@H](O)C#Cc1cnc2c(c1)C(=O)N([C@@H](C)CO)C[C@@H](C)[C@@H](CN(C)C(=O)c1ccccc1F)O2,0.1
CN(C)c1ccc2c(c1)[C@H]1C[C@H](CC(=O)NCc3ccccc3)O[C@@H](CO)[C@H]1O2,-54.8
C[C@H](CO)N1C[C@H](C)[C@@H](CN(C)S(=O)(=O)c2cccs2)Oc2c(cccc2N(C)C)C1=O,-0.1
COc1ccccc1NC(=O)N[C@@H]1CC[C@@H](CCn2cc(-c3cccnc3)nn2)O[C@@H]1CO,-1.0
C[C@H](CO)N1C[C@H](C)[C@H](CN(C)Cc2ccccc2)Oc2ccc(NS(=O)(=O)c3ccc(F)cc3)cc2C1=O,-3.1
C[C@H](CO)N1C[C@H](C)[C@@H](CN(C)C)Oc2cc(C#Cc3ccc(F)cc3)ccc2S1(=O)=O,1.4

# Sorted by heavy-atom count (largest number first): some entries from above.
SMILES,TcdB GH inh
CN1C(=O)c2cc(NC(=O)Nc3ccc(Cl)cc3)ccc2OC[C@@H]2O[C@H](CC(=O)NCCN3CCCCC3)CC[C@H]21,-8.6
O=C(C[C@H]1CC[C@@H]2[C@H](COC[C@H](O)CN2S(=O)(=O)c2ccc(F)cc2)O1)NCC1CCCCC1,0.5
CN(C)CC(=O)Nc1ccc2c(c1)[C@H]1C[C@H](CC(=O)NCC3CC3)O[C@H](CO)[C@H]1O2,0.2

# The list goes on.
SMILES,TcdB GH inh
COc1ccccc1-c1ccc2c(c1)O[C@@H](CN(C)S(=O)(=O)c1ccccc1)[C@H](C)CN([C@@H](C)CO)S2(=O)=O,-0.3
C[C@@H]1CN([C@H](C)CO)C(=O)c2cc(C#Cc3ccc(F)cc3)cnc2O[C@@H]1CN(C)CC1CCOCC1,-2.0
C[C@@H]1CN([C@H](C)CO)C(=O)c2cc(/C=C/c3ccccc3)cnc2O[C@H]1CN(C)S(=O)(=O)c1ccc(F)cc1,0.4
C[C@H](CO)N1C[C@H](C)[C@@H](CN(C)C(=O)NC2CCCCC2)Oc2c(NC(=O)c3nc4ccccc4s3)cccc2C1=O,-0.1
CCCNC(=O)N1CC(=O)N2[C@H](CO)[C@@H](c3ccc(C#Cc4ccc(F)cc4)cc3)[C@H]2C1,0.5
COCCNC(=O)C[C@@H]1C[C@H]2c3cc(NS(C)(=O)=O)ccc3O[C@H]2[C@H](CO)O1,-0.8
COc1ccc(NC(=O)N(C)C[C@H]2Oc3ccc(NS(=O)(=O)c4cn(C)cn4)cc3C(=O)N([C@@H](C)CO)C[C@@H]2C)cc1,1.6
CC(=O)N1[C@H](CO)[C@H](c2ccc(C3=CCCC3)cc2)[C@@H]1CNC(=O)CC1CC1,-2.7
C[C@@H]1CCCCO[C@@H](CN(C)C(=O)c2ccccc2)[C@H](C)CN([C@@H](C)CO)C(=O)c2cc(NS(=O)(=O)c3ccccc3)ccc2O1,-0.4
C[C@@H]1CN([C@H](C)CO)C(=O)c2cc(NS(=O)(=O)c3ccc(F)cc3)ccc2O[C@@H](C)CCCCO[C@H]1CN(C)C(=O)C1CCCCC1,0.5
Cc1noc(C)c1NC(=O)N(C)C[C@H]1Oc2ccc(NC(=O)Nc3cccc4ccccc34)cc2CC(=O)N([C@H](C)CO)C[C@H]1C,-0.5
C/C=C/c1ccc([C@@H]2[C@@H](CO)N3C(=O)CN(Cc4ccc(C)cc4)C[C@@H]23)cc1,0.0
C[C@H](CO)N1C[C@H](C)[C@@H](CN(C)S(=O)(=O)c2cn(C)cn2)Oc2ccc(N(C)C)cc2CC1=O,-12.7
C[C@H](CO)N1C[C@H](C)[C@@H](CN(C)Cc2cccnc2)Oc2ncc(C3=CCCC3)cc2C1=O,0.3
CN1CCN(C(=O)C[C@H]2CC[C@@H]3[C@H](COC[C@@H](O)CN3S(=O)(=O)c3cccc(Cl)c3)O2)CC1,0.5

# Some of the entries above in another layout:
Cc1noc(C)c1NC(=O)N(C)C[C@H]1Oc2ccc(NC(=O)Nc3cccc4ccccc34)cc2CC(=O)N([C@H](C)CO)C[C@H]1C
  TcdB GH inh: -0.5

CCCNC(=O)N1CC(=O)N2[C@H](CO)[C@@H](c3ccc(C#Cc4ccc(F)cc4)cc3)[C@H]2C1
  TcdB GH inh: 0.5

C[C@H](CO)N1C[C@H](C)[C@@H](CN(C)C(=O)NC2CCCCC2)Oc2c(NC(=O)c3nc4ccccc4s3)cccc2C1=O
  TcdB GH inh: -0.1

# Next section:
SMILES,TcdB GH inh
C[C@@H]1CN([C@H](C)CO)C(=O)c2cc(/C=C/c3ccccc3)cnc2O[C@@H]1CN(C)C(=O)NC1CCCCC1,-15.3
C[C@H](CO)N1C[C@H](C)[C@H](CN(C)S(=O)(=O)c2ccc(F)cc2)Oc2c(NC(=O)C3CCOCC3)cccc2C1=O,-0.4
C[C@@H]1CCCCO[C@H](CN(C)C(=O)Nc2ccc3c(c2)OCO3)[C@H](C)CN([C@@H](C)CO)C(=O)c2cc(NC(=O)Nc3cccc4ccccc34)ccc2O1,-1.5
C[C@@H]1CCCCO[C@@H](CN(C)Cc2ccccc2)[C@H](C)CN([C@H](C)CO)C(=O)c2cc(NC(=O)Nc3ccc(F)cc3)ccc2O1,0.9
C[C@@H]1CN([C@H](C)CO)C(=O)c2cc(-c3ccc(C#N)cc3)cnc2O[C@@H]1CN(C)C(=O)Nc1ccccc1,0.5
CC(C)C#Cc1ccc2c(c1)O[C@@H](CN(C)C(=O)c1cccnc1)[C@@H](C)CN([C@H](C)CO)S2(=O)=O,-1.2
C[C@@H]1CN([C@@H](C)CO)C(=O)c2cc(NC(=O)Cc3cn(C)c4ccccc34)ccc2O[C@H]1CN(C)S(=O)(=O)c1ccc(Cl)cc1,0.4
C[C@H]1CN([C@@H](C)CO)C(=O)c2ccccc2-c2ccccc2CO[C@H]1CN(C)C(=O)Nc1ccc(F)cc1,0.4
CC(=O)N(C)C[C@H]1Oc2cc(C#Cc3ccccn3)ccc2S(=O)(=O)N([C@@H](C)CO)C[C@H]1C,-0.1
CO[C@@H]1CN(C)C(=O)c2cc(NC(=O)c3cc(C)on3)ccc2OC[C@@H](C)N(S(=O)(=O)c2ccc(F)cc2)C[C@H]1C,1.0
COc1ccc(S(=O)(=O)N(C)C[C@@H]2Oc3cc(C#CC4CCCC4)ccc3S(=O)(=O)N([C@H](C)CO)C[C@H]2C)cc1,-0.2
CO[C@@H]1CN(C)C(=O)c2cc(NC(=O)C3CC3)ccc2OC[C@H](C)N(C(=O)c2ccccc2F)C[C@@H]1C,0.7
COc1ccc2c3c(n(C)c2c1)[C@H](CO)N(C(C)=O)CC31CCN(C(=O)c2ccccc2)CC1,0.5
CCC(=O)N1C[C@@H](C)[C@H](OC)CN(C)C(=O)c2ccc(NS(C)(=O)=O)cc2OC[C@H]1C,-0.8
C[C@H](CO)N1C[C@H](C)[C@H](CN(C)Cc2ccccc2)Oc2ccc(NS(=O)(=O)c3ccc(Cl)cc3)cc2CC1=O,0.3
Cc1ccc(-c2ccc3c(c2)O[C@H](CN(C)C(=O)CC2CC2)[C@@H](C)CN([C@@H](C)CO)S3(=O)=O)cc1,1.1
C[C@@H]1CCCCO[C@H](CN(C)C(=O)Nc2ccc3c(c2)OCO3)[C@H](C)CN([C@@H](C)CO)C(=O)c2cc(N(C)C)ccc2O1,-19.1
C[C@H](CO)N1C[C@H](C)[C@@H](CN(C)C(=O)c2ccccc2)OCCCC[C@H](C)Oc2ccc(NS(=O)(=O)c3ccc(Cl)cc3)cc2C1=O,0.6
COc1ccccc1C#Cc1cnc2c(c1)C(=O)N([C@@H](C)CO)C[C@H](C)[C@@H](CN(C)C(=O)CN(C)C)O2,0.3
C[C@@H]1CCCCO[C@@H](CN(C)C(=O)C2CCCCC2)[C@H](C)CN([C@@H](C)CO)C(=O)c2cc(NC(=O)C3CCCCC3)ccc2O1,-1.8
N#Cc1cccc(-c2ccc([C@H]3[C@@H](CO)N4CCCCN(C(=O)Nc5cccc(F)c5)C[C@@H]34)cc2)c1,1.0
O=C(C[C@H]1CC[C@H]2[C@@H](COC[C@H](O)CN2CC2CCCCC2)O1)NCc1ccc(F)cc1,-3.2
C[C@@H]1CN([C@@H](C)CO)S(=O)(=O)c2ccc(C3=CCCC3)cc2O[C@@H]1CN(C)C(=O)C1CCCCC1,1.0
COCC(=O)Nc1ccc2c(c1)C(=O)N(C)C[C@H](OC)[C@H](C)CN(Cc1cccc(F)c1)[C@H](C)CO2,0.2
COc1ccc(NC(=O)Nc2ccc3c(c2)[C@@H]2C[C@H](CC(=O)N4CCc5ccccc5C4)O[C@H](CO)[C@@H]2O3)cc1,0.0
CCCNC(=O)Nc1ccc2c(c1)OC[C@H](C)N(C(C)=O)C[C@@H](C)[C@@H](OC)CN(C)C2=O,-2.1
C/C=C/c1cnc2c(c1)C(=O)N([C@H](C)CO)C[C@H](C)[C@@H](CN(C)C(=O)c1cccnc1)O2,-0.2
C[C@H]1CN([C@@H](C)CO)C(=O)Cc2cc(NC(=O)CCCCCC(=O)Nc3ccccc3N)ccc2O[C@@H]1CN(C)Cc1ccc(Cl)c(Cl)c1,0.1
COc1ccc(S(=O)(=O)Nc2ccc3c(c2)C(=O)N([C@H](C)CO)C[C@H](C)[C@@H](CN(C)CC2CC2)OCCCC[C@H](C)O3)cc1,1.0
CO[C@H]1CN(C)C(=O)c2ccc(NC(=O)C3CC3)cc2OC[C@@H](C)N(C(=O)C2CCCCC2)C[C@H]1C,1.5
C[C@H](CO)N1C[C@H](C)[C@@H](CN(C)C)Oc2ccc(NC(=O)Nc3ccc4c(c3)OCO4)cc2C1=O,1.0
CCCNC(=O)[C@@H]1[C@@H](CO)[C@@H]2Cn3c(cccc3=O)[C@@H]2N1Cc1ccccn1,-0.7
CCCNC(=O)N1[C@H](C#N)[C@H](c2ccc(-c3ccc(C(=O)N(C)C)cc3)cc2)[C@@H]1CO,0.8
C[C@@H]1CN([C@@H](C)CO)C(=O)c2cc(NS(C)(=O)=O)ccc2O[C@H]1CN(C)Cc1ccc2c(c1)OCO2,0.2
Cc1noc(C)c1NC(=O)Nc1ccc2c(c1)C(=O)N([C@@H](C)CO)C[C@H](C)[C@@H](CN(C)S(=O)(=O)c1c(C)noc1C)OCCCC[C@H](C)O2,0.2
CCC(=O)N(C)C[C@@H]1Oc2cc(C#Cc3ccccn3)ccc2S(=O)(=O)N([C@H](C)CO)C[C@H]1C,-0.2
COCCOC(=O)N1C(=O)[C@@]2(c3ccccc31)[C@H](c1ccccc1OCCO)N1[C@H](c3ccccc3)[C@H](c3ccccc3)OC(=O)[C@H]1[C@@H]2C(=O)N1CCN(c2ncccn2)CC1,1.0
C[C@H]1CN([C@@H](C)CO)C(=O)c2cc(NS(C)(=O)=O)ccc2O[C@@H]1CN(C)C(=O)Nc1ccc(F)cc1,0.3
C[C@H](CO)N1C[C@H](C)[C@H](CN(C)C(=O)Nc2ccc(C(F)(F)F)cc2)Oc2ccc(NC(=O)Nc3ccc(C(F)(F)F)cc3)cc2CC1=O,-3.7
CN1CCN(C(=O)C[C@@H]2CC[C@H]3[C@@H](COc4ccc(NC(=O)C5CCOCC5)cc4C(=O)N3C)O2)CC1,-0.1
O=C(CN1CCOCC1)N[C@@H]1CC[C@H](CCn2cc(C3CCCCC3)nn2)O[C@H]1CO,-0.2
COc1ccccc1C(=O)N1C[C@H]2[C@@H](c3ccccc31)[C@H](CO)N2C(=O)Nc1ccccc1,-0.7
CN(C)C(=O)c1cccc(-c2ccc([C@H]3[C@H]4CN(CC5CCOCC5)CCCCN4[C@H]3CO)cc2)c1,0.3
C[C@H]1CN([C@@H](C)CO)C(=O)c2cc(C#CC3CCCCC3)cnc2O[C@H]1CN(C)CC1CC1,-0.1
COCC(=O)Nc1ccc2c(c1)C(=O)N(C)[C@H]1CC[C@@H](CC(=O)N3CCc4ccccc4C3)O[C@H]1CO2,1.5

# Not a retest: entries from further up.
SMILES,TcdB GH inh
C[C@H](CO)N1C[C@H](C)[C@@H](CN(C)C)Oc2ccc(NC(=O)Nc3ccc4c(c3)OCO4)cc2C1=O,1.0
CCCNC(=O)[C@@H]1[C@@H](CO)[C@@H]2Cn3c(cccc3=O)[C@@H]2N1Cc1ccccn1,-0.7

# The list goes on:
SMILES,TcdB GH inh
C[C@@H]1CN([C@@H](C)CO)C(=O)c2cc(-c3ccccc3)cnc2O[C@H]1CN(C)C(=O)Nc1ccc2c(c1)OCO2,-1.1
N#Cc1ccc(-c2ccc3c(c2)[C@H]2[C@H](CCN2C(=O)c2ccc4c(c2)OCO4)[C@@H](CO)N3)cc1,0.4
CN(C)Cc1cn(CC[C@@H]2CC[C@H](NC(=O)Cc3cccnc3)[C@H](CO)O2)nn1,-0.2
COc1ccc(NC(=O)N2CC(=O)N3[C@H](CO)[C@@H](c4ccc(Br)cc4)[C@@H]3C2)cc1,-10.1
